Xi reactivation – activators of X-chromosome reactivation in mouse fibroblasts; XiGFP mouse fibroblasts, % GFP-positive cells imaging, 3 d; cells co-treated with 5-aza-dC sensitizer; scaled so ellipticine positive control = 100%; activation, % at 7.58 µM; hit rate 0.055% among 360,000; AID 743238;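 active = mean normalized replicate activation at least 10% and every replicate at or above 10%; inconclusive = only one of the two criteria met; inactive = mean below 10% and not all replicates reach 10%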;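 note: 0% = median of on-plate neutral control wells and 100% = ellipticine 6 µM median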
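material = 68-5-11 XiGFP fibroblast line | medium = DMEM plus 5-aza-dC sensitizer | schedule = 3 days compound exposure | benchmarks = positive control ellipticine, 6 µM final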
EWS-Fli block – inhibitors of EWS/Fli oncoprotein transcriptional activity; hit rate 0.67% among 350,000; inhibition, % at 12.6 µM; A673 NR0B1-luciferase reporter, viability-normalised;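 active = mean inhibition of at least 50% after viability correction, with every replicate also passing that limit; inconclusive = mean reaches 50% but only one of two replicates passes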;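 note: firefly luciferase signal divided by Alamar Blue viability fluorescence both relative to DMSO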
PAX8 inh HTS – lowers PAX8-driven luciferase in RMG-I cells. inhibition, % at 12.6 µM. RMG-I TPO-luciferase reporter, SteadyGlo, 24 h. hit rate 1.2% among 360,000;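 active = mean replicate inhibition at least 60% with every replicate also reaching 60%; inconclusive = only one of the two criteria is met; inactive = mean below 60% and not all replicates reaching 60%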;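 note: luciferase light reporting Pax8 driven TPO promoter activity; plate controls were median of neutral control wells for no effect and mitoxantrone controls for full effect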
INS-1E GSIS act – primary screen for activators of insulin secretion dependent on glucose, INS-1E cells, GLuc reporter luminescence; INS-1E GLuc reporter insulin secretion, 2-3 h; activation, % at 16.6 µM; hit rate 0.61% among 370,000;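 active = lowest replicate activation of at least 40%, so every replicate reaches that level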;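 note: 0% = median of neutral control wells and 100% = median of IBMX positive control wells; some compounds called inactive have numbers as strong as hits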
ERp5 inh – inhibitors of human ERp5; Q15084; ERp5 insulin aggregation, absorbance 650 nm, 90 min; inhibition, % at 9.99 µM; hit rate 0.05% among 350,000; AID 651711;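 active = mean replicate inhibition above about 25%, with every replicate also reaching it, limit read from the data, passing the limit was not always enough; inconclusive = only one of those two criteria met; inactive = neither criterion met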
Target sequence (Q15084 whole entry, looked up): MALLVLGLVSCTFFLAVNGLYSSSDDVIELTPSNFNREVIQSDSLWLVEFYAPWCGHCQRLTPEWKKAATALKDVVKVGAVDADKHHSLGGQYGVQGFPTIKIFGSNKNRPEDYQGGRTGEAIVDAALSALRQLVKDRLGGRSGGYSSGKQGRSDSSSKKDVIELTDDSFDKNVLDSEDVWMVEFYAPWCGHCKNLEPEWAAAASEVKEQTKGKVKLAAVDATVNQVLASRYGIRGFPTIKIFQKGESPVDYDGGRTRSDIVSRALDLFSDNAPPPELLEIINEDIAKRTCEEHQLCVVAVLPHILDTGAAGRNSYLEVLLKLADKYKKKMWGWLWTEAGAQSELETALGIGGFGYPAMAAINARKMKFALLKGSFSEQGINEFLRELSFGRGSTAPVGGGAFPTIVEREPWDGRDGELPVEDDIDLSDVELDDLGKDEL
CFTR F508del cor – CFTR F508del correction in bronchial cells; CFBE cells, YFP halide quenching; stimulated with forskolin plus potentiator P3; % fluorescence drop versus neutral controls; activity (quench increase), % at 7.58 µM; hit rate 0.36% among 350,000; AID 720511;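 active = mean added fluorescence quench of at least 8% versus neutral control, with both replicates also reaching 8%; inconclusive = only one of the mean or replicate conditions met; inactive = mean below 8% and not both replicates reaching 8%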;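 note: cells transiently co-express mutant CFTR-F508del with the halide-sensitive YFP; corrector assay measuring rescue of mutant channel to the surface after 24 h compound exposure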
DENV2 CPE – protects cells from dengue virus 2 cytopathic effect. DENV2-infected cells, cytopathic effect rescue, plate reader. CPE inhibition, % at 9.99 µM. hit rate 1.7% among 350,000. AID 651640; in the data active = CPE inhibition above about 20%, passing the limit was not always enough; inconclusive = no clear call, values can overlap the other calls; tested in BHK-21 cells;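 note: 0% = median of neutral control wells and 100% = median of positive control wells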
ARNT TACC3 PPI – ARNT/TACC3 interaction disruption; Q9Y6A5; AID 623870; AlphaScreen His-ARNT PAS-B/GST-TACC3 binding, luminescence; TACC3 fragment carries E629A point mutation; hit rate 0.66% among 390,000; inhibition, % at 9.99 µM;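 active = mean inhibition of replicates at least 50% and at least half of replicates each reaching 50%; inconclusive = half or more replicates reach 50% but mean below 50%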;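 note: 0% = complete ARNT plus TACC3 wells and 100% = ARNT alone without TACC3; many hits fall short of the cut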
The depositor's hits bear a star; ? = inconclusive; . = not tested or not shown. Random draw from the library; about 4.2% have a hit in one of these screens.

SMILES	Xi reactivation	EWS-Fli block	PAX8 inh HTS	INS-1E GSIS act	ERp5 inh	CFTR F508del cor	DENV2 CPE	ARNT TACC3 PPI
Cc1cc2oc(=O)cc(CNc3ccccc3F)c2cc1O	0.0	10	8	2	2	-0.3	1	-3
Cc1cc(SCC(=O)OC/C(O)=C(\C#N)c2nc3ccccc3[nH]2)c(C)cc1Br	0.2	12	-4	-4	-7	-3.3	-4	9
COc1ccc(N2C(=NC(=O)C(C)Oc3ccccc3)SC3CS(=O)(=O)CC32)cc1 (stereo not drawn)	0.0	.	-1	9	-3	-0.2	0	-2
C[C@H](CO)N1C[C@H](C)[C@@H](CN(C)Cc2ccncc2)Oc2ccc(NC(=O)Nc3ccc(C(F)(F)F)cc3)cc2C1=O	-1.1	2	12	-7	2	-0.2	-1	-1
COc1ccc2nc(SCc3cccc(C)c3)nc(C)c2c1	-0.1	.	-148	-13	.	.	.	-8
COc1ccc(C(=Cc2ccccc2[N+](=O)[O-])C(=O)O)cc1	-0.1	-55	-16	1	-6	-2.9	-7	.
Cc1cc(C)n2c(SCC(=O)Nc3cccc(S(N)(=O)=O)c3)nnc2n1	0.0	-5	.	2	5	6.2	9	-3
Cc1ccccc1OCC(=O)N/N=C/c1ccc(N2CCOCC2)o1	0.1	15	.	1	2	0.1	-5	6
Cc1cccc(C)c1-n1nnnc1C(C1CC1)N1CCN(C/C=C/c2ccccc2)CC1 (stereo not drawn)	-0.1	14	-11	-16	-1	-3.2	14	.
CC(C)C[C@H]1CN=C(Nc2ccccc2)N1CC1CCCC1	0.0	-7	-7	5	2	3.4	9	-5
CCc1ccc2c(c1)C(c1ccncc1)=NNC(c1ccccc1)=N2	0.2	-33	-44	2	2	0.7	10	13
Fc1cccc(CCN2C(=S)NC[C@@H]2Cc2ccccc2)c1	0.0	-5	-4	-23	8	-0.1	-6	-2
O=C(c1ccncc1)N1CCCCN2[C@@H](CO)[C@H](c3ccc(C#Cc4ccccn4)cc3)[C@@H]2C1	0.0	-13	11	-8	.	-0.4	.	5
CC(=O)NCCc1nc2cc(NC(=O)COc3cccc(C)c3)ccc2n1C	0.1	-49	-40	20	0	0.0	9	-3
COc1ccc(-c2csc(NC(=O)c3ccc(S(=O)(=O)N4CCc5ccccc5C4)cc3)n2)cc1	0.0	19	11	4	-3	-0.9	5	-1
Cc1ccc(S(=O)(=O)c2cc(OC(=O)c3ccco3)ccc2OC(=O)c2ccco2)cc1	0.2	.	-7	4	.	.	.	-4
C[C@H]1CN([C@@H](C)CO)C(=O)CCCn2cc(nn2)CO[C@H]1CN(C)Cc1cccc(C(F)(F)F)c1	0.1	-1	.	1	-3	1.9	-6	-8
COc1cccc(C(N)=O)c1OC(=O)Cc1ccccc1F	0.0	-9	-16	9	5	3.8	0	-2
CC1=NNC(=O)C1CC(=O)N/N=C/C(C)=C/c1ccccc1 (stereo not drawn)	0.1	-9	1	5	-1	.	2	-5
Cn1cc(Cl)nc1C(O)c1ccccc1 (stereo not drawn)	0.1	-4	32	10	-1	-0.3	-11	-2
C[C@@H]1CN([C@@H](C)CO)C(=O)c2cc(NS(=O)(=O)c3cn(C)cn3)ccc2O[C@@H]1CN(C)S(=O)(=O)c1ccc(F)cc1	0.3	-8	.	-1	4	0.2	-7	-1
O=C(c1cc(-c2ccc(Cl)c(Cl)c2)on1)N1CCOCC1	0.2	-112	-106	6	-5	3.0	13	.
O=C(c1cc(C2CC2)nn1-c1ccccc1)N1CCN(c2ccccc2O)CC1	0.1	9	15	.	5	-1.3	-10	9
N#CC1(C#N)OC12CCS(=O)(=O)c1ccccc12 (stereo not drawn)	0.1	-3	9	1	-3	-5.5	15	-4
CS(=O)(=O)N1CCN(C(=S)NCc2ccc(Cl)cc2)CC1	0.0	9	0	14	19	1.9	-3	-2

Grouped by structure: the compounds so far with a furan ring, fused or not (2)
SMILES	Xi reactivation	EWS-Fli block	PAX8 inh HTS	INS-1E GSIS act	ERp5 inh	CFTR F508del cor	DENV2 CPE	ARNT TACC3 PPI
Cc1ccccc1OCC(=O)N/N=C/c1ccc(N2CCOCC2)o1	0.1	15	.	1	2	0.1	-5	6
Cc1ccc(S(=O)(=O)c2cc(OC(=O)c3ccco3)ccc2OC(=O)c2ccco2)cc1	0.2	.	-7	4	.	.	.	-4

Following part
SMILES	Xi reactivation	EWS-Fli block	PAX8 inh HTS	INS-1E GSIS act	ERp5 inh	CFTR F508del cor	DENV2 CPE	ARNT TACC3 PPI
C/C(=N\NC(=O)c1cc(Cl)ccc1O)c1ccc(Br)s1	-0.1	.	-45	-24	.	.	.	-3
Cc1ccc(-c2nc(CS(=O)CC(=O)NCCN3CCOCC3)c(C)o2)cc1 (stereo not drawn)	0.1	-5	9	.	6	-0.5	-5	-4
CSCCC(NC(=O)c1ccccc1Cl)C(=O)NCc1ccncc1 (stereo not drawn)	0.0	5	0	4	-11	-1.1	-7	2
Cc1ccc(-n2ncc3c(NNC(=O)c4ccco4)ncnc32)cc1C	0.0	.	-33	1	-1	-2.3	-1	-6
COc1cccc(-c2ccc3nccn3c2)c1	-0.1	-36	-46	.	-3	1.4	-8	.
Cc1ccc(S(=O)(=O)N(C)C[C@H]2Oc3ccc(NC(=O)CCCN(C)C)cc3CC(=O)N([C@@H](C)CO)C[C@@H]2C)cc1	-0.1	-6	8	22	3	0.6	-6	14
Cc1ccsc1/C=N/Nc1nc2ccccc2[nH]1	0.0	-50	-63	-14	-2	-0.5	-4	36
C[C@@H]1CN([C@H](C)CO)C(=O)c2cccc(NC(=O)c3cnccn3)c2O[C@H]1CN(C)C(=O)NC1CCCCC1	0.0	0	-11	9	-2	-3.1	9	-1
COc1cccc(-c2ccc(CC[C@H]3O[C@H]4CC[C@@H](CO)O[C@H]4C[C@H]3NS(C)(=O)=O)cc2)c1	.	-42	-55	.	-1	1.1	8	.
CCOC(=O)Cc1csc(NC(=O)c2sc3nc4ccc(CC)cc4cc3c2N)n1	.	-49	.	-1	-6	3.0	-3	0
O=S(=O)(c1ccccc1)N1CCN(C(=S)NC2CCCC2)CC1	0.0	.	13	-1	2	-1.0	-4	-5
O=S(=O)(c1ccccc1F)N1CCCCN2[C@H](C1)[C@H](c1ccc(-c3ccncc3)cc1)[C@@H]2CO	0.3	-3	-11	-13	-4	-1.9	-1	-9
C/C(=N/NC(=O)c1ccc2nc[nH]c2c1)c1cccs1	0.2	-8	-86	0	1	.	4	43
O=S(=O)(N[C@@H]1CC[C@@H](CCn2cc(C3(O)CCCC3)nn2)O[C@@H]1CO)c1ccc(F)cc1	-0.7	-4	4	-16	-3	1.3	-11	0
C=C1CCN(C(C(=O)OC)C(C)C)S(=O)(=O)c2ccc(F)cc21 (stereo not drawn)	0.0	-4	6	6	-2	-0.7	0	-1
Cc1ccc(CNC(=O)C2CCCN(S(=O)(=O)c3cccc4nonc34)C2)cc1 (stereo not drawn)	-0.1	.	5	3	2	-1.3	9	1
Cc1nc(NC(=O)CSc2nnc(-c3ccccc3)c(-c3ccccc3)n2)c(Cl)cc1Cl	0.0	.	18	-24	.	.	.	-19
CN(Cc1cccc(F)c1)C(=O)c1ccc(NS(=O)(=O)c2ccc3[nH]c(=O)[nH]c3c2)cc1	0.3	5	-4	-5	3	-0.2	2	28
Nc1cc(Cl)ccc1C(=O)OCC(=O)N1CCCCCC1	1.2	-15	-132	0	2	-0.6	9	1
CCN(c1cccc(C)c1)S(=O)(=O)c1csc(C(N)=O)c1	0.0	-17	2	51	3	1.0	13	-3
CSCc1ccc(C(=O)NCCSc2ccc(Br)cc2)cc1	0.1	-85	-179	-50	-19	-0.8	7	-3
C[C@H]1CN([C@@H](C)CO)C(=O)c2cc(NC(=O)C3CC3)ccc2O[C@H]1CN(C)S(=O)(=O)c1ccc(F)cc1	0.3	3	10	-1	0	-2.1	-1	-1
COC(=O)c1c(NC(=O)c2ccccc2[N+](=O)[O-])sc2c1CC(C)(C)NC2(C)C	0.2	12	5	-27	0	.	2	-12
COc1ccc(C(C(=O)NC2CCCC2)N(Cc2ccco2)C(=O)c2snc(C(N)=O)c2N)cc1OC (stereo not drawn)	0.0	3	-3	6	5	-2.4	-3	-2
O=C(CCN1C(=O)C2CC=CCC2C1=O)Nc1cccc(Cl)c1 (stereo not drawn)	-0.1	.	15	-11	2	-2.5	-4	0
SMILES	Xi reactivation	EWS-Fli block	PAX8 inh HTS	INS-1E GSIS act	ERp5 inh	CFTR F508del cor	DENV2 CPE	ARNT TACC3 PPI
Cn1c(=O)c2c(ncn2CCOc2ccc(Br)cc2)n(C)c1=O	0.3	17	22	17	6	0.4	2	3
CCNC(=O)c1ccc(CSc2nc3ccccc3s2)cc1	0.3	-20	-86	-4	-14	-2.8	4	-3
O=C(CSc1ccc(Br)cc1)NC1CCCCCC1	-0.1	-32	-83	.	8	0.3	12	-2
CC[C@@H]1Cc2cc(O)ccc2C2=C1c1ccc(O)cc1C[C@H]2CC	0.2	31	12	.	4	1.9	-2	9
Cc1cc(C(=O)CN2C(=O)NC(C)(CC(C)C)C2=O)c(C)n1-c1ccc2c(c1)OCO2 (stereo not drawn)	0.2	-14	10	.	9	.	-4	5
C[C@H](CO)N1C[C@H](C)[C@@H](CN(C)C(=O)c2ccncc2)OCCCC[C@H](C)Oc2ccc(NS(=O)(=O)c3cccs3)cc2C1=O	0.2	-9	11	0	0	1.5	-5	-5
CC(NC(=O)CSc1nc2ccc(N)cc2s1)c1ccccc1 (stereo not drawn)	-0.1	10	20	.	-4	-1.4	-1	2
C[C@H](O)[C@@H]1C(=O)N2CCc3c([nH]c4c(-c5ccccc5)cccc34)[C@@H]2C[C@@H]1N(C)C(=O)c1ccco1	0.2	-1	-13	-4	2	0.9	4	.
CN(C)c1oc(-c2ccccc2F)nc1C#N	0.0	-7	-22	4	-3	-0.9	-8	-6
CCOC(=O)C1=C(C)NC(=O)/C1=C\N(C)C	0.0	-5	15	-4	-4	1.7	3	-5
C[C@H](CO)N1C[C@H](C)[C@@H](CN(C)S(=O)(=O)c2ccc(F)cc2)Oc2ccc(NC(=O)Nc3cccc4ccccc34)cc2CC1=O	0.0	1	4	-42	3	-0.6	-13	14
CCn1ncc(S(=O)(=O)Nc2cccnc2)c1C	0.1	-3	-1	19	3	-2.0	6	-1
CCCn1c(NCCO)nc2ccccc21	.	1	.	3	-3	2.6	1	-3
Cc1ccc(-n2nnnc2CNC(=O)c2ccc([N+](=O)[O-])o2)cc1C	0.1	26	84*	-7	1	-8.6	4	1
CCN(CC)CCNc1ccc2nnc(CCNS(=O)(=O)c3ccc(C)cc3)n2n1	0.2	8	15	0	0	.	-2	.
COc1ccc(CNC(=O)COc2cc(O)c3c(c2)OC(C)(C)CC3=O)cc1	.	0	.	-7	-3	-1.2	?	1
COCCn1c(C)cc(C(=O)COc2ccc(N(C)S(=O)(=O)c3ccc(C)cc3)cc2)c1C	0.0	4	12	-21	-12	1.5	0	9
O=[N+]([O-])c1ccccc1S(=O)(=O)Nc1cccc(-c2ccc3nncn3n2)c1	0.0	-4	14	89*	1	-2.1	65*	9
C[C@H]1CN([C@@H](C)CO)C(=O)Cc2cc(NS(C)(=O)=O)ccc2O[C@@H]1CN(C)C	-1.0	-2	-15	8	2	-6.1	-5	-16
O=C(CC1CC1)N1CC(=O)N2[C@H](C1)[C@H](c1ccc(-c3cccnc3)cc1)[C@@H]2CO	0.3	-6	-6	-1	6	0.6	5	.
CC(=O)N1CCC(C(=O)N2CCN(S(=O)(=O)c3ccc(F)cc3)CC2)CC1	0.1	-11	-8	-2	-2	0.4	3	7

Assay outcomes as filed in PubChem BioAssay.
